Sm TGR block = blocks Schistosoma mansoni thioredoxin glutathione reductase. AID 485364. Q962Y6. Potency, µM (doses to about 114 µM), for the others: at the top dose activity change, negative = inhibition, hits mostly inhibitors. 3% of 360,000 active. purified TGR, DTNB reduction, TNB absorbance 405 nm; also: potency is read from the fitted curve at half-maximal effect; nearly all actives have a fitted effect of over 60% in size
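Kinetic colorimetric format: TGR-catalysed, NADPH-driven DTNB reduction monitored via TNB absorbance. Enzyme dispensed at 20 nM; compound exposure 15 min at room temperature before reaction start.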
HCMV inh = inhibitors of human cytomegalovirus. 4.5% of 410,000 active. AID 1259415. HFF cells, HCMV-luciferase reporter, 72 h; hits give low values. activity change, negative = inhibition, % at 57.5 µM; in the data active = activity change below about -60%; inconclusive = no clear call, values can overlap the other calls; inactive = above about -39%
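Luciferase read-out from HCMV-luciferase-infected HFFs (MOI 1 PFU/cell) 72 h post infection at 37C; compounds added after 16 h cell attachment; activity normalized between buffer-only basal and Salinomycin (10uM) inhibitor controls.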
HCV inhibitor = HCV inhibition. Huh7.5.1 HCVcc-Cre infection, luciferase reporter, 44 h. Potency, µM (titrated, usually from 41.8 µM), for inactives: at the top dose activity change, negative = inhibition, usual class: inhibitors. 3.4% of 340,000 active. AID 651820; also: potency is read from the fitted curve at half-maximal effect
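Whole-lifecycle infectious HCVcc-Cre system; cells 1,000/well, compound then virus (~0.5 moi) added 4 h after plating, 44 h culture. Luciferase read 15 sec following 15 min substrate incubation, room temp.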
AmpC inh detg = blocks E. coli AmpC beta-lactamase in detergent assay. AmpC hydrolysis of nitrocefin, absorbance 480 nm, 0.01% Triton. Potency, µM (highest dose often 114 µM), without a hit: top-dose activity change, negative = inhibition, hits mostly inhibitors. 0.041% of 370,000 active;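 also: potency is read from the fitted curve at half-maximal effect; 0% = no-compound wells and -100% = no-enzyme wells; nearly all actives have a fitted effect of over 25% in size; some results filed as inactive show a strong effect at the top dose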
Target sequence (P00811 whole entry, looked up): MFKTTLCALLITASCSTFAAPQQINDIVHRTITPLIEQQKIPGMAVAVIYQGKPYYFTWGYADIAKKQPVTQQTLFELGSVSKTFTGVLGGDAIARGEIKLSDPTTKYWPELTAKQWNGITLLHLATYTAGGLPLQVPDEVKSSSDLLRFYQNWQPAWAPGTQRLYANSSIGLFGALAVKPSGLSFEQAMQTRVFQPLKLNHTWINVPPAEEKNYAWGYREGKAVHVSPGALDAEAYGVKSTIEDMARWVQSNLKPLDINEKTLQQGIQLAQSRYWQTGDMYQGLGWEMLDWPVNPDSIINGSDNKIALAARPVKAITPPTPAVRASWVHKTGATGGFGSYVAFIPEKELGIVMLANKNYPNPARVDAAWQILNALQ
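AmpC (5.3 nM in the dispensed reagent) in 20 mM phosphate pH 7.0 with 0.01% (detergent screen) or 0.0001% Triton X-100 was preincubated with compounds for 15 min at room temperature. Nitrocefin was then added from an 800 uM solution, and hydrolysis was followed at 480 nm.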
FBPA Giardia inh = inhibitors of Giardia lamblia fructose-1,6-bisphosphate aldolase | A8B2U2 | purified Giardia FBPA | Potency, µM (doses to about 59.6 µM), inactives show at the top dose activity, negative = inhibition, most hits filed as inhibitors | 0.71% of 290,000 active; also: potency is read from the fitted curve at half-maximal effect; nearly all actives have a fitted effect of over 55% in size
Target sequence (A8B2U2 whole entry, looked up): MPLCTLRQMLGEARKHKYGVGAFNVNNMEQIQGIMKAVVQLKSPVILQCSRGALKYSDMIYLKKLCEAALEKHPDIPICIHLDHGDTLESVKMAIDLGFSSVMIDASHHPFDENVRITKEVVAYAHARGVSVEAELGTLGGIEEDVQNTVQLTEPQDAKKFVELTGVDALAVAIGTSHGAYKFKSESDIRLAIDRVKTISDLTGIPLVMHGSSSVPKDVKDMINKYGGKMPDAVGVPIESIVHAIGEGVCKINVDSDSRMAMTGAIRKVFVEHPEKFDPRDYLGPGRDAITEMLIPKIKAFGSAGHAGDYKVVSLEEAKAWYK
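Giardia FBPA (40 nM reagent) was preincubated 10 min at RT with compound (up to 57.5 uM final), then substrate plus GAPDH/TPI/NAD/arsenate coupling system with diaphorase/resazurin was added; resorufin fluorescence (525/598 nm) was read after 20 min.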
AMA1 RON2 block = inhibitors of Plasmodium falciparum AMA1-RON2 interaction; Potency, µM (highest dose often 58.2 µM), for the others: top-dose activity change, negative = inhibition, actives largely listed as inhibitors; AlphaScreen AMA1-biotinylated RON2 peptide binding; 0.2% of 360,000 active;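 also: potency is read from the fitted curve at half-maximal effect; 0% = vehicle wells and -100% = peptide control; nearly all actives have a fitted effect of over 45% in size; some results filed as inactive show a strong effect at the top dose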
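AMA1 (3D7) with his tag at 25 nM final met compounds first, then biotinylated RON2 peptide at 25 nM; detection used donor plus acceptor beads, 10 µg/mL apiece, read by AlphaScreen after 30 min at room temperature.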
* marks the source's active call; other numbers are inactive results; ? = inconclusive; · = not tested or not shown; & = joins results of further samples; [ ] = dose if it differs, or a comment. Unless noted, calls follow the shape of the dose curve; as a rule, active = well fitted curve in the direction sought with a large enough effect; inconclusive = small, poorly fitted or top-dose-only effect, or another doubt; inactive = no such curve, though single readings can be large; an effect the other way counts as inactive or inconclusive. Unless noted, % is scaled to controls: 0 for no effect and ±100 for the full control effect.

SMILES	Sm TGR block	HCMV inh	HCV inhibitor	AmpC inh detg	FBPA Giardia inh	AMA1 RON2 block
Cc1ccccc1NC(=O)NCCCN1CCCC1	3.0%	33.4	-2.9%	1.6%	?	5.6%
CCn1c(NC(=O)c2ccco2)c(-c2ccccc2Cl)c(=O)c2ccccc21	-0.2%	22.0	18.5%	-13.8%	1.6%	-7.1%
CCN(C[C@H]1N[C@@](Cc2ccccc2)(C(=O)OC)[C@H]2C(=O)N(Cc3ccccc3)C(=O)[C@@H]12)C(=O)COc1ccccc1	·	-9.7	-9.8%	·	·	-11.6%
CC(C)c1ccccc1NCC(=O)N1CCN(Cc2ccccc2)CC1	-31.2%	-18.3	-7.2%	2.3%	-13.0%	-12.5%
Cc1oc(C(=O)O)cc1CSc1nnc(-c2ccccc2)n1C	-14.0%	57.3	?	?	-0.1%	-9.2%
COc1ccccc1CNC(=O)CN1C(=O)CSc2ccc(S(=O)(=O)N3CCCCC3)cc21	0.5%	-20.0	·	-7.3%	·	·
COc1cc(CN2CCCC(CO)(Cc3ccccc3F)C2)ccc1O (centres undefined)	-35.0%	81.3	6.7%	-16.5%	-2.5%	0.3%
CCN(C(=O)CSc1nc2ccccc2o1)C1CCS(=O)(=O)C1 (centres undefined)	0.5%	18.4	-5.3%	-7.8%	·	13.0%
O=C(O)c1ccc(-c2nc(-c3ccc(Cl)cc3Cl)cs2)cc1	14.8%	42.5	10.3%	?	15.9%	?
CCc1nc2c(nnn2Cc2ccc(F)cc2)c(=O)[nH]1	2.9%	-10.3	12.3%	12.3%	-15.4%	-0.4%
COc1cc2[nH]c(=O)n(C3CCCCC3)c(=O)c2cc1OC	6.6%	11.8	-2.1%	0.0%	0.2%	-10.2%
Cc1nn(-c2ccccc2)c(C)c1NC(=O)COC(=O)CCc1ccccc1	·	-3.3	11.0%	·	·	3.9%
COc1ccccc1OCCNC(=O)c1ccc(C)o1	-4.0%	13.6	-9.8%	?	·	-3.7%
Nc1[nH]ncc1-c1ccc(F)cc1	4.0%	?	13.9%	0.8%	5.6%	12.1%
CSc1ccccc1OCc1cc(C(=O)N2CCCC(C)C2)no1 (centres undefined)	-8.0%	177.7	-25.5%	-3.6%	·	-0.4%
CCCCN1C(C(=O)Nc2cc(C)on2)=C(O)c2ccccc2S1(=O)=O	1.4%	-2.8	23.0%	?	14.0%	-25.1%
O=C1NC2(CCCCC2)N=C1c1ccc(F)cc1	2.2%	-74.1*	·	-17.3%	-10.6%	23.8%
Cn1c(C(=O)N2CCC(C(=O)N3CCN(Cc4ccc5c(c4)OCO5)CC3)CC2)cc2sccc21	-20.8%	-27.4	?	?	8.9%	-3.4%
Cc1ccc(Oc2ncc(CN3CC(C)OC(C)C3)s2)cc1 (centres undefined)	-4.7%	-16.0	-1.2%	-13.2%	5.3%	-8.2%
CCOc1ccc(CCNC(=O)COC(=O)c2c(OC)cccc2OC)cc1OCC	-6.9%	5.9	-15.3%	-7.7%	·	2.9%
O=c1c2c3c(sc2n(CCN2CCOCC2)c(=O)n1Cc1ccco1)CCCCC3	-6.1%	-95.5*	10µM*	8.5%	-12.1%	-7.8%
CC(=O)c1ccc(NC(=O)Cn2c(=O)oc3ccccc32)cc1	-1.7%	·	20.7%	-2.8%	4.5%	14.0%
CC(=O)c1cc(-c2ccccc2)n(CC(=O)Nc2cccc(C)c2)c1C	7.7%	-28.5	-19.1%	?	1.0%	-3.8%
COC(=O)C1=C(C)NC2=C(C(=O)CCC2)C1c1cccc(C)n1 (centres undefined)	-3.0%	19.6	3.5%	?	-12.0%	0.9%
Cc1nn(Cc2noc(C(=O)NCc3ccc(F)cc3)n2)c(C)c1Br	-3.1%&5.2%	-17.5&16.3	-4.2%	0.9%&2.2%	-0.4%	4.0%
O=C(/C=C/c1cccs1)NC1CC1	4.9%	6.8	9.4%	-13.3%	4.9%	-0.6%
O=C(CSc1n[nH]c(=O)[nH]c1=O)Nc1ccc2c(c1)C(=O)c1ccccc1C2=O	0.5%	-8.3	10.4%	?	-18.8%	-6.0%
CN1CCN(C(=S)Nc2ccc([N+](=O)[O-])cc2)CC1	0.6%	-16.9	-22.0%	-10.2%	-2.4%	-7.4%
O=C(Nc1ccccc1C(=O)N1CCN(Cc2ccccc2)CC1)c1ccccc1	-7.5%	-25.2	11.9%	-4.5%	·	4.2%
CC(C)(NC(=O)c1cc(Cl)c2ccccc2c1O)C(=O)O	?	5.0	5.3%	-9.7%	?	13.3%
C=CCOc1cccc(CNCc2ccncc2)c1	-2.8%	1.2	?	?	?	0.8%
COC(=O)c1cccc(OCC(O)Cn2cnc3cc(C)c(C)cc32)c1 (centres undefined)	16.7%	-5.2	-28.5%	-0.1%	-4.6%	52.5%[activator]
CSc1cccc(NC(=O)CN(c2cccc(C)c2)S(C)(=O)=O)c1	1.4%	72.5	2.2%	-6.6%	-0.7%	5.6%
O=C(O)CCCc1nc2ccccc2s1	-3.5%	21.0	-11.4%	-6.2%	3.4%	-21.7%
Cc1ccnc(Nc2nc3ccccc3o2)n1	-7.9%	17.4	12.3%	?	0.9%	147.6%[activator]
NP(=O)(OCC(F)(F)F)Oc1cccc2ccccc12 (centres undefined)	-2.4%	48.2	5.3%	-10.7%	-1.2%	-12.3%
Cc1cc(C(=O)OCC(=O)NNC(=O)c2cccs2)ccc1[N+](=O)[O-]	1.3%	-15.9	-8.0%	-12.9%	·	122.1%[activator]
Cn1ncc([N+](=O)[O-])c1C(=O)Nc1ccccc1C(=O)O	9.6%	-21.0	14.2%	-10.8%	?	1.0%
CCOc1ccc(N2CC(C(=O)NCCc3c[nH]c4ccc(OC)cc34)CC2=O)cc1 (centres undefined)	-3.4%	22.9	-27.4%	-3.0%	2.0%	-0.5%
O=C(Cn1cc(C(F)(F)F)cc(Cl)c1=O)Nc1ccc(N2CCOCC2)cc1	4.9%	-6.6	?	2.8%	-2.5%	6.7%
CCOC(=O)N1CCC(NC(=O)c2cnn(-c3cccc(C)c3)c2-n2cccc2)CC1	6.0%	0.0	·	1.2%	·	·
CC(/C=C/c1ccccc1)=N\NC(=O)CSc1ccccn1	-8.2%	-21.4	-6.4%	-7.9%	-8.7%	7.5%
C/C(=N\Nc1nccnc1Cl)c1ccc(Cl)c(Cl)c1	-8.8%	128.0	-18.5%	?	?	5.0%
Cc1ccn(CCC(=O)Nc2ccc(-c3ccno3)cc2)n1	-3.9%	-26.7	-1.1%	-12.2%	3.2%	7.3%
CN=C1SC(CC(=O)Nc2cc(Cl)ccc2Cl)C(=O)N1C (centres undefined)	-9.1%	-25.7	-10.7%	-3.7%	-2.6%	3.5%
Oc1ccc(-c2nnc(-c3ccccc3)c(-c3ccccc3)n2)cc1	-9.5%	·	1.7%	-10.4%	3.5%	·
O=C(NCCCN1CCOCC1)c1ccc(-c2ccc(Cl)cc2)o1	·	-26.7	-20.5%	6.0%	-0.7%	-6.2%
O=c1c(Br)c(N2CCCC2)cnn1-c1ccccc1	1.0%	15.3	9.1%	-1.5%	3.0%	8.7%
CCc1ccc(C(=O)Nc2ccc(C)c(NS(C)(=O)=O)c2)cc1	3.2%	?	?	-2.0%	-3.5%	-6.0%
Nc1nc(SCC(=O)Nc2ccc(Cl)cc2C(F)(F)F)n[nH]1	1.1%	-20.3	14.5%	-5.4%	·	1.1%
CC1CCCN(S(=O)(=O)c2ccc(N3CCCCS3(=O)=O)cc2)C1 (centres undefined)	?	1.4	·	-10.1%	·	·
Cc1c(Cl)cccc1NC(=O)CCN1CCCC(C)C1 (centres undefined)	5.5%	-15.7	-8.5%	-15.0%	4.5%	4.6%
CCCCC(=O)Nc1cccc(NC(=O)c2cccnc2Cl)c1	10.4%	33.8	-6.1%	-7.4%	-2.6%	-0.6%
CC(C)(C)OC(=O)C(C)(C)Sc1nnc(N)s1	-3.0%	32.9	14.0%	-3.5%	1.4%	-6.6%
CC(C)(C)NC(=O)NC(=O)CN1CCN(S(=O)(=O)c2ccc3c(c2)OCCO3)CC1	-0.8%	-38.0	4.5%	8.1%	-1.9%	1.5%
CCCC12CN3CC(C)(CN(C1)C31CCCCC1)C2=O	-10.9%	31.0	16.9%	5.1%	4.8%	-9.8%
O=C(NCCCN1CCCC1=O)c1cccc(NS(=O)(=O)c2ccc(Br)cc2)c1	5.8%	14.7	-0.6%	-16.3%	·	0.4%
Cc1cc2nc3c(=O)n(Cc4ccccc4)c(=O)[nH]c3nc2cc1N	-13.4%	-29.3	-23.4%	-3.6%	?	-13.1%
Cc1cccc(N(Cc2cc(=O)[nH]c3ccccc23)C(=O)CCl)c1	?	-95.9*	?	0.3%	0.3%	-6.8%
Cc1nc(C(=O)NNC(=O)c2ccccc2)c(C(F)(F)F)o1	4.3%	1.9	-0.2%	2.5%	?	76.0%[activator]
(further entries)
SMILES	Sm TGR block	HCMV inh	HCV inhibitor	AmpC inh detg	FBPA Giardia inh	AMA1 RON2 block
COC(=O)c1ccc(Cn2cnc3nc4c(cc3c2=O)CCCC4)cc1	0.0%	12.1	·	20.2%	·	·
O=C(NCC(c1ccc(F)cc1)N1CCOCC1)c1ccc([N+](=O)[O-])o1 (centres undefined)	·	-87.1*	?	·	·	-2.5%
CC(Cc1ccccc1)=NNc1ccc([N+](=O)[O-])cc1[N+](=O)[O-]	·	-26.6	1.7%	·	·	?
Cc1cc(C)c(NC(=O)c2c(C)nn(-c3ccc(F)cc3)c2-n2cccc2)c(C)c1	-2.1%	-9.9	·	-5.8%	·	·
COc1ccc(S(=O)(=O)N(CCc2ccccc2)CC(=O)Nc2cc(Cl)ccc2C)cc1	-4.0%	-1.3	·	13.2%	·	·
CCCCSc1nnc(-c2cc(Br)ccc2N)c(=O)[nH]1	3.0%	60.2	1.7%	3.6%	8.9%	-15.3%
COc1cc(OC)cc(C(=O)NC(C(=O)Nc2ccc3c(c2)OCCO3)C(C)C)c1 (centres undefined)	2.8%	4.1	?	5.7%	·	0.8%
CC1(C)NC(=O)N(Cc2cc(=O)n3ccsc3n2)C1=O	10.1%	-2.0	14.8%	2.9%	-0.2%	-15.8%
COc1ccc(N(C)C(=O)c2cn(CC(C)C)c(=O)c3cc(OC)c(OC)cc23)cc1	-1.3%	-3.3	-6.8%	2.5%	7.0%	0.8%

Exported with two lines to a compound: 3 of the compounds above.
Each structure is followed by: Sm TGR block | HCMV inh | HCV inhibitor | AmpC inh detg | FBPA Giardia inh | AMA1 RON2 block
> Cc1nn(Cc2noc(C(=O)NCc3ccc(F)cc3)n2)c(C)c1Br
  -3.1%&5.2% | -17.5&16.3 | -4.2% | 0.9%&2.2% | -0.4% | 4.0%
> O=C(/C=C/c1cccs1)NC1CC1
  4.9% | 6.8 | 9.4% | -13.3% | 4.9% | -0.6%
> O=C(CSc1n[nH]c(=O)[nH]c1=O)Nc1ccc2c(c1)C(=O)c1ccccc1C2=O
  0.5% | -8.3 | 10.4% | ? | -18.8% | -6.0%

Among those listed so far, these have a tert-butyl group:
SMILES	Sm TGR block	HCMV inh	HCV inhibitor	AmpC inh detg	FBPA Giardia inh	AMA1 RON2 block
CC(C)(C)OC(=O)C(C)(C)Sc1nnc(N)s1	-3.0%	32.9	14.0%	-3.5%	1.4%	-6.6%
CC(C)(C)NC(=O)NC(=O)CN1CCN(S(=O)(=O)c2ccc3c(c2)OCCO3)CC1	-0.8%	-38.0	4.5%	8.1%	-1.9%	1.5%
